Screens deposited in PubChem by several laboratories.
UBC9 SUMO inh = inhibitors of in vitro SUMOylation cascade, primary screen, biochemical, HTRF, uHTS; SUMO-conjugating enzyme UBC9 (Homo sapiens), P63279; inhibition, % at 35 µM; HTRF SUMOylation assay, SAE1/SAE2 + UBC9; 290,000 compounds, 0.36% hits; in the data active means inhibition above about 50%, passing the limit was not always enough; further: strong numbers were not always called active
IDE cell inh = human IDE inhibitors in live cells, primary screen, fluorescence polarization, HEK cells, FAbetaB substrate | Insulin-degrading enzyme (Homo sapiens), P14735 | FAbetaB cleavage | inhibition, % at 5.59 µM | 320,000 compounds, 0.41% hits;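 active means percent inhibition above the average of all tested compounds plus 3 SD, set per screening campaign, cut at about 16% in these data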;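 further: IDE supplied by intact live HEK cells; FP after avidin binding of uncleaved biotin substrate so inhibition keeps polarization high; 0% = DMSO wells and 100% = 60 µM reference IDE inhibitor Ii1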
Target sequence (P14735 whole entry, looked up): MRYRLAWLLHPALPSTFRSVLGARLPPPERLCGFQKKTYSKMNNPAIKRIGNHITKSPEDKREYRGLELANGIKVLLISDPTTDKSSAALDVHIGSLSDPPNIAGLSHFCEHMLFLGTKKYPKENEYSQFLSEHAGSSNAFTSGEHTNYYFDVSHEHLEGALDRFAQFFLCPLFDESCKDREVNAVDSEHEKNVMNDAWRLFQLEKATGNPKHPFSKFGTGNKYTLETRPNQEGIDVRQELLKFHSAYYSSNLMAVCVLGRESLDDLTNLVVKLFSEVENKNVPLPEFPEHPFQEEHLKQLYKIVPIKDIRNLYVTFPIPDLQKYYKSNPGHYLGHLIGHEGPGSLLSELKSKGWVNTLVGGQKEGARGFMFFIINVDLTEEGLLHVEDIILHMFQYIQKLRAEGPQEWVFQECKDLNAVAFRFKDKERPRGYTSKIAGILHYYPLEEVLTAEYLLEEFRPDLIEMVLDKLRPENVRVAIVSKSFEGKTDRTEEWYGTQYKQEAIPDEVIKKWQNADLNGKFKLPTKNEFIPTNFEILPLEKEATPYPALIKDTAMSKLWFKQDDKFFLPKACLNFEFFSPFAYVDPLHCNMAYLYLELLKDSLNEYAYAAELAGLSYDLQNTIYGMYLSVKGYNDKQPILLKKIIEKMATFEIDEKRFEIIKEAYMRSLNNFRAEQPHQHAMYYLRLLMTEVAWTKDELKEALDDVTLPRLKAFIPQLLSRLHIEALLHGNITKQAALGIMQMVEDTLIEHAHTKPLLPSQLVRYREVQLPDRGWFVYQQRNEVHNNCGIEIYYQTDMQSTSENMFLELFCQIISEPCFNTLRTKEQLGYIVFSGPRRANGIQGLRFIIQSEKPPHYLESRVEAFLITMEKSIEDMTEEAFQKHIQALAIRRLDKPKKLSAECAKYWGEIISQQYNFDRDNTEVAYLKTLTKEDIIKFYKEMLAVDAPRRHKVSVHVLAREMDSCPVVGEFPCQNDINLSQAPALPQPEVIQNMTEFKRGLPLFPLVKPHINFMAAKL
IMP-1 inh = IMP-1 metallo-beta-lactamase inhibitors, primary screen, biochemical, epi-absorbance readout, Pseudomonas aeruginosa enzyme. metallo-beta-lactamase IMP-1 (Pseudomonas aeruginosa). purified IMP-1, nitrocefin hydrolysis, epi-absorbance fluorescence. inhibition, % at 5.6 µM. 290,000 compounds, 0.45% hits. AID 1556, 2009;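 active means inhibition above the mean plus 3 SD of all compounds in the same screening run, cut at about 4.5% in these data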;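 further: 0% = IMP-1 with DMSO and 100% = DMSO wells lacking enzyme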
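System – purified recombinant IMP-1 beta-lactamase · Input – IMP-1 dispensed at 0.2 nM · Timing – 15 min preincubation plus 25 min reaction at 25 °C · Signal – Epi-absorbance fluorescence, 480 nm excitation, 530 nm emission · Measure – percent IMP-1 inhibition derived from blank-referenced optical density · Controls – Enzyme-plus-DMSO low control, enzyme-free DMSO high control · Replication – singlicate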
VIM-2 inhibitor = VIM-2 metallo-beta-lactamase inhibitors, primary screen, biochemical, epi-absorbance readout, Pseudomonas aeruginosa enzyme; 290,000 compounds, 0.89% hits; purified VIM-2, nitrocefin hydrolysis, epi-absorbance fluorescence; AID 1527, 2009; inhibition, % at 5.6 µM;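 active means inhibition above the mean of all tested compounds plus 3 SD, cutoff set per screening run, cut at about 7.5% in these data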;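 further: red hydrolysis product quenches plate fluorescence so inhibitors raise well fluorescence; 0% = enzyme with DMSO and 100% = DMSO without enzyme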
NS3 helicase inh = inhibitors of HCV NS3 helicase, primary screen, biochemical, Cy5 molecular beacon fluorescence; AID 1800, 2009; NS3 helicase DNA unwinding; inhibition, % at 10.9 µM; 290,000 compounds, 0.56% hits;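 active means inhibition above the mean of all tested compounds plus 3 SD, set per campaign, cut at about 35% in these data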;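 further: 0% = DMSO wells and 100% = thioflavine S control wells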
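System: HCV NS3 helicase fragment; control set: DMSO and thioflavine S; technique: Cy5 fluorescence at 0 and 60 min, beacon hairpin quenching; reagent: beacon DNA duplex substrate plus ATP; replicates: singlicate; schedule: 1 h reaction at 25 °C, ATP-initiated; medium: MOPS buffer pH 6.5 with MgCl2, DTT, Tween20, BSA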
IDE cell activ = human IDE activators in live cells, primary screen, fluorescence polarization, HEK cells, FAbeta-B substrate; Insulin-degrading enzyme (Homo sapiens), P14735; activation, % at 5.96 µM; AID 493087, 2011; FAbeta-B cleavage; 0% vehicle, 100% cell-free pure enzyme wells; 340,000 compounds, 0.073% hits;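 active means activation above the mean of all tested compounds plus 3 SD, set per screening campaign, cut at about 17% in these data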
CRFBP-R2 block = antagonists of CRF-BP/CRF-R2 complex, primary screen, cell-based, HEK293, calcium dye fluorescence, uHTS | CRF-induced calcium fluorescence | inhibition, % at 11.8 µM | 350,000 compounds, 0.59% hits;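 active means inhibition of the ligand-induced calcium signal above about 50% at the single tested concentration, limit read from the data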
p-CIP stab down = p/CIP-EGFP fusion destabilizers, primary screen, fluorescence, F442A cells; Q05BA5; decrease of EGFP signal, % at 10 µM; 290,000 compounds, 0.01% hits; 16 h;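 active means EGFP signal decrease of at least 30% at 10 µM or well 3 SD below plate mean, unless failing retest; inactive means the rest, including hits failing retest or dose response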; further: some compounds called inactive have numbers as strong as hits; many of its hits are not listed in these tables
GalR3 antagonist = GalR3 antagonists in HEK293 cells, primary screen, cell-based, fluorescence readout | Galanin receptor type 3 (Homo sapiens), O60755 | AID 651719, 2012 | 360,000 compounds, 0.44% hits | inhibition, % at 3 µM | HEK293 GalR3-CNG cAMP membrane potential fluorescence; galR3 body fused to GalR1 C-terminus;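 active means inhibition above the screen-wide average plus 3 SD, cut at about 13% in these data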;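 further: forskolin and galanin both at EC90 stimulate the cells; cAMP rise reported by CNG channel membrane potential dye signal; 0% = forskolin plus galanin with DMSO and 100% = forskolin alone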
Starred values were filed as active, the others as inactive; · = no result given. Compounds were not picked by outcome, and some 3.2% of all compounds hit somewhere here.

SMILES | UBC9 SUMO inh | IDE cell inh | IMP-1 inh | VIM-2 inhibitor | NS3 helicase inh | IDE cell activ | CRFBP-R2 block | p-CIP stab down | GalR3 antagonist
CC1(C)OC(C(N)=O)C(C(N)=O)O1 (stereo not given) | 30 | -4 | -5.4 | -1.6 | -1 | 5 | 11 | -10 | 3
COc1cc(C2Nc3cc(C)c(C)cc3NC3=C2C(=O)CC(C)(C)C3)ccc1OC(C)=O (stereo not given) | 14 | 1 | 1.5 | 0.1 | -8 | 3 | 12 | -12 | 4
CCN(CC)c1ccc2cc(C#N)c(=O)oc2c1 | 8 | 13 | -2.2 | -1.9 | 7 | · | -73 | -24 | -1
COc1cccc(C(=O)NCc2ccccc2OC)c1 | 24 | 0 | -0.8 | -0.5 | 2 | 1 | 5 | -3 | 0
CC(C)=CC(=O)Nc1nnc(-c2ccccc2)s1 | 2 | -5 | -2.5 | -7.2 | -3 | -3 | -7 | -9 | -7
O=C(CCSc1ccc(Cl)cc1)NCc1ccccn1 | 6 | 1 | -1.2 | -2.6 | 0 | 3 | 16 | -7 | -2
COC(=O)c1cn(C(=O)c2cccc(C)c2)c2ccccc12 | -2 | -3 | -0.6 | -2.9 | -2 | 3 | 12 | 5 | -5
Cc1cc(NC2CCCC2)n2nc(C)c(-c3ccccc3)c2n1 | -25 | 4 | -1.0 | -0.8 | -5 | 2 | 9 | 5 | -2
Cc1ccc(C(=O)Nc2ccon2)cc1S(=O)(=O)N1CCOCC1 | 8 | 3 | 1.0 | -2.5 | 16 | 0 | 32 | -6 | -6
Cc1ccc([N+](=O)[O-])cc1NC(=O)CN(C)CCOc1ccccc1 | 15 | -2 | -0.9 | -2.7 | -8 | -2 | 8 | -9 | -13
O=C(Cc1ccccc1)N1CCc2ccccc21 | -22 | 0 | -6.0 | -2.6 | 0 | 2 | -5 | -14 | 3
Oc1c(Br)cc(/C=N/n2c(-c3ccccc3)n[nH]c2=S)c(O)c1Br | 6 | · | -4.9 | 34* | 7 | 9 | 6 | -5 | ·
CC(C)/C=C(/C(=O)c1ccc(Cl)cc1Cl)n1cncn1 | -2 | 2 | -2.7 | -2.5 | -1 | 0 | 3 | 6 | -10
COc1cc(NC(=O)CN2C(=O)c3ccccc3S2(=O)=O)cc(OC)c1 | · | -7 | · | · | · | 5 | -3 | · | -8
O=c1cc(C(F)(F)F)c2sc(N3CCCCC3)nc2[nH]1 | 34 | 1 | 3.3 | 3.6 | 14 | -6 | 1 | -3 | 0
CCOc1ccc(C2CC(c3cccc(OC)c3)Nc3nc(N)nn32)cc1 (stereo not given) | 0 | 1 | -3.8 | -5.3 | 2 | 1 | 5 | -1 | -1
Cc1ccc(OCCCNCCO)c(Br)c1 | 8 | 3 | -1.3 | -0.8 | -2 | 3 | 0 | -3 | -3
O=c1c(C(c2ccc(Br)cc2)c2c(O)nc3n(c2=O)CCCS3)c(O)nc2n1CCCS2 | 8 | 0 | -3.8 | -3.7 | 15 | -8 | 6 | -4 | 0
O=C(Nc1c(C(=O)c2ccccc2)oc2ccccc12)c1cc(-c2ccccc2O)n[nH]1 | 8 | 0 | -3.3 | -2.6 | -5 | -6 | -9 | -15 | -4
O=C(O)c1cccc(N2CCCC2)c1 | 7 | -2 | -1.4 | -9.4 | 7 | 3 | 11 | 2 | 6

One compound at a time, from the list above. Values in the order: UBC9 SUMO inh | IDE cell inh | IMP-1 inh | VIM-2 inhibitor | NS3 helicase inh | IDE cell activ | CRFBP-R2 block | p-CIP stab down | GalR3 antagonist
Listed for O=C(CCSc1ccc(Cl)cc1)NCc1ccccn1 → 6 | 1 | -1.2 | -2.6 | 0 | 3 | 16 | -7 | -2
Listed for Cc1ccc(OCCCNCCO)c(Br)c1 → 8 | 3 | -1.3 | -0.8 | -2 | 3 | 0 | -3 | -3

(more compounds)
SMILES | UBC9 SUMO inh | IDE cell inh | IMP-1 inh | VIM-2 inhibitor | NS3 helicase inh | IDE cell activ | CRFBP-R2 block | p-CIP stab down | GalR3 antagonist
CC(C)c1ccc(-c2nnn(CCC(=O)O)n2)cc1 | -8 | 1 | -4.0 | -0.2 | 11 | 5 | -1 | -2 | ·
CCOc1ccc(S(=O)(=O)N(CC(=O)O)c2ccc(C)cc2)cc1 | 7 | 6 | -2.9 | -0.3 | 4 | -4 | 14 | -5 | -6
O=S(=O)(NC1c2cccc3cccc(c23)C1Sc1ncccn1)c1ccc(Cl)cc1 (stereo not given) | -21 | 11 | 0.2 | -3.8 | -31 | 2 | -14 | -8 | -2
O=C(CCNC(=O)c1ccc(Br)cc1)Nc1ccccc1N1CCCCC1 | · | 1 | · | · | · | 5 | 10 | · | -2
C/C(Cn1nnc([N+](=O)[O-])n1)=N\NC(=O)c1ccc(Cl)c(Cl)c1 | 35 | -1 | -2.5 | -2.2 | 7 | -2 | -7 | -5 | -10
O=C(Cc1c(C(=O)O)[nH]c2ccccc12)NCCN1CCN(c2cccc(Cl)c2)CC1 | -6 | 0 | -1.3 | -0.4 | 12 | 1 | 7 | -4 | 5
CCCN(CC(=O)Nc1ccccc1OC)C(=O)c1cc(-c2ccccc2)nn1-c1ccccc1 | · | 3 | · | · | · | -1 | 15 | · | -3
COc1ccc(-c2nc3c(c(SCC(=O)Nc4cccc(O)c4)n2)Cc2c(CO)cnc(C)c2O3)cc1 | · | 6 | 3.6 | 0.5 | 70* | 4 | -4 | -8 | -5
CN(C)c1ccc(NC(=O)CSc2n[nH]c(-c3ccco3)n2)cc1 | -8 | 4 | -3.9 | -4.3 | 10 | 1 | -3 | -5 | -1
Cc1c(C(=O)NC2CCCCC2)oc2c1C(=O)CC(C)(C)C2 | 14 | -1 | -3.0 | -0.5 | -6 | 3 | 2 | -7 | -3
CCc1ccc(N2CCN(C(=O)N3CCOCC3)CC2)cc1 | 4 | 3 | 0.6 | 0.3 | -6 | 1 | 13 | -5 | -5
CC(C)OC(=O)/C(=C\c1ccccc1)NC(=O)c1ccccc1 | 7 | 1 | -2.3 | 1.3 | 8 | 5 | 16 | -12 | -5
CSc1cccc(N2CC(C(=O)Nc3cccc(S(=O)(=O)N4CCCC4)c3)CC2=O)c1 (stereo not given) | · | 11 | · | · | · | -6 | 6 | · | -4
CC(=O)N1CCN(S(=O)(=O)c2ccc(C)cc2)C1C (stereo not given) | · | 2 | · | · | · | 2 | 1 | · | -3
Cc1ccc(-c2nn(-c3ccccc3)cc2C(=O)Nc2ccc(C)c(S(=O)(=O)N3CCOCC3)c2)cc1 | -15 | -2 | -1.8 | 2.3 | 11 | 0 | -4 | 3 | 0
CC(=O)Nc1ccc(NC(=O)C2CCCN2C(=O)NCc2ccccc2)cc1 (stereo not given) | 2 | -2 | -2.4 | -2.0 | 1 | 3 | -8 | 3 | -11
CCCCC1(O)CC(C(F)(F)F)=NN1C(=O)COc1ccccc1 (stereo not given) | 1 | -4 | -1.3 | -3.3 | 10 | 0 | 14 | 6 | -5
COc1ccc(-n2c(CNC(=O)c3ccc(S(=O)(=O)N4CCCC4)cc3)n[nH]c2=S)cc1 | 36 | -2 | -3.0 | -2.2 | 1 | 3 | 9 | -18 | -5
Cc1cc(C(C)(C)C)cc(C)c1N | 6 | -5 | -1.5 | -1.5 | 3 | 1 | -34 | -4 | 1
CCOCCCNC(=O)C(c1ccc(OC)cc1)N(Cc1cccs1)C(=O)CNC(C)=O (stereo not given) | 10 | 4 | -2.1 | -4.8 | 1 | 7 | 13 | -10 | 1
CNC(=S)N/N=C/c1cn(CCOc2cccc(OC)c2)c2ccccc12 | -28 | 3 | -3.2 | -6.7 | -13 | 3 | -10 | 0 | 2
Cc1cccc(CSCc2ccc(C(=O)NC(C)C)o2)c1 | 26 | 2 | -2.1 | -1.1 | 2 | 1 | 3 | -4 | -14
CSC(=NS(=O)(=O)c1ccc(C)cc1)SC | 6 | 4 | -2.3 | -1.6 | 5 | 4 | 8 | -6 | -4
COC(=O)c1c(NC(=O)Cn2nc(C(F)F)cc2C(F)F)sc(C)c1C | -16 | -2 | -1.5 | -0.2 | -3 | 2 | 7 | 3 | 2
Cc1cccc(C(=O)NCC(=O)NNC(=O)c2ccccc2O)c1 | · | 0 | · | · | · | -1 | 6 | · | -3
Clc1ccc(-n2cc(COCc3ccccc3)nn2)cc1 | -4 | -2 | -2.1 | -2.5 | 2 | 12 | 63* | 8 | -5
O=Cc1c(N2CCN(c3cccc(Cl)c3)CC2)nc2ccccn2c1=O | 2 | 4 | -3.6 | 0.4 | 4 | 4 | -21 | -4 | -4
CC(=O)CSc1nc2ccccc2o1 | -34 | -2 | -3.6 | 0.0 | -6 | 4 | -7 | -12 | -3
CC(C(=O)Nc1ccc(S(=O)(=O)N2CCCCC2)cc1)N1CCN(c2ccccn2)CC1 (stereo not given) | 4 | 2 | -1.9 | -1.0 | -4 | · | · | 1 | ·
CN1CCN(C(=O)c2cccn(Cc3c(Cl)cccc3Cl)c2=O)CC1 | 0 | 2 | -2.6 | -1.8 | -3 | 4 | 5 | -4 | -5
Cc1cc(C)n(CCC(=O)N/N=C/c2ccccc2O)n1 | 14 | -3 | -3.5 | -4.0 | -3 | 1 | 0 | 4 | 0
CCOc1ccc(NC(=O)CCCNC(=O)Cn2cnc3sc(C)c(C)c3c2=O)cc1 | -2 | -2 | 0.6 | -1.4 | -6 | 0 | 14 | -26 | -4
O=C(CCC1CCCCC1)Nc1cccnc1 | -1 | 3 | 0.6 | -0.4 | -5 | -2 | -8 | 7 | -1
O=C1CC(=O)Nc2cc(S(=O)(=O)NCc3cccs3)ccc2N1 | 17 | -1 | 0.8 | -2.5 | 4 | 8 | 4 | -2 | 1
O=S(=O)(NC1CCCCCC1)c1cccc2cccnc12 | 2 | 2 | -2.4 | -2.6 | 6 | 6 | 1 | -14 | 0
CNC(=O)N(O)C1N(/N=C/c2cccnc2)C(=S)SC1(C)C (stereo not given) | 0 | -1 | -3.7 | -3.9 | 29 | 8 | 2 | -8 | -6
Cc1cc(-c2ccc(C(C)C)c(S(=O)(=O)N3CCN(c4ccccc4)CC3)c2)on1 | -5 | -5 | -1.6 | -2.3 | -9 | 5 | -12 | 4 | 0
CC(=O)c1cc2cc(O)ccc2o1 | 28 | -3 | 0.7 | 3.7 | 7 | 2 | -5 | -9 | 0
O=C(CNC(=O)c1ccc(OC(F)F)cc1)NCC1(N2CCOCC2)CCCCC1 | · | -3 | · | · | · | -2 | -4 | · | -5
Nc1nc(-c2ccccc2)nn1C(=O)Cc1ccccc1 | 11 | 5 | -3.0 | -2.8 | 13 | 2 | -13 | -12 | -4
